D1 potentiator: Potentiators of Human D1 Dopamine Receptor: qHTS. D(1A) dopamine receptor (Homo sapiens), P21728. HEK293 TREx D1 cells, calcium flux, dopamine EC20 potentiation. potentiation, % at 10 µM. 0.036% of 360,000 active. AID 504651, 2011; in the data active means potentiation above about 30%; further: 0% is about no effect
LDHA block: qHTS assay for inhibitors of human lactate dehydrogenase. activity change, % (values are at about 110 or 230 µM). L-lactate dehydrogenase A chain (Homo sapiens), P00338. 0.15% of 480,000 active. AID 1347041, 2019. purified LDHA, NADH/diaphorase-resazurin fluorescence; active compounds read low; in the data active means activity change below about -30%; inconclusive means mostly about -25% to -30%;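 further: plate controls were DMSO wells for no effect and wells without enzyme for full effect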
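Enzyme activity of human lactate dehydrogenase 5 (2 nM; 0.06 mM NADH, 0.2 mM pyruvate, 5 min, RT) is measured via a resazurin/diaphorase fluorescence readout of residual NADH.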
Vif-APOBEC3F blk: qHTS for Inhibitors of Vif-A3F Interactions: qHTS. 0.2% of 390,000 active. Potency, µM (titrated, usually from 46.1 µM), without a hit: at the top dose activity, negative = active. HeLa A3F-eYFP + Vif (tagged APOBEC3F with the HIV-1 protein that degrades it), YFP fluorescence increase; further: potency means the concentration at half of the fitted maximal effect; % of control where 0% means no effect; nearly all actives have a fitted effect of over 65% in size
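HeLa cells stably expressing Vif plus C-terminally eYFP-tagged A3F were seeded, incubated overnight at 37 deg C, dosed with compound, incubated overnight again at 37 deg C. Yellow fluorescence (Ex 488/Em 500-530) reported blocked Vif-mediated A3F-eYFP degradation.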
Vif-APOBEC3G blk: qHTS for Inhibitors of Vif-A3G Interactions: qHTS | 0.076% of 410,000 active | HeLa A3G-eYFP + Vif (tagged APOBEC3G with the HIV-1 protein that degrades it), YFP fluorescence, overnight | Potency, µM (top dose mostly 46.1 µM), without a hit: at the highest dose activity, negative = active, hits mostly inhibitors | AID 602310, 2012 | DNA dC->dU-editing enzyme APOBEC-3G (Homo sapiens), Q9HC16;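 further: potency means the concentration at half of the fitted maximal effect; on the % scale 0 is the no-effect control and ±100 the full control effect; nearly all actives have a fitted effect of over 60% in size; hits raise eYFP signal because A3G escapes Vif-driven loss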
Target sequence (Q9HC16 whole entry, looked up): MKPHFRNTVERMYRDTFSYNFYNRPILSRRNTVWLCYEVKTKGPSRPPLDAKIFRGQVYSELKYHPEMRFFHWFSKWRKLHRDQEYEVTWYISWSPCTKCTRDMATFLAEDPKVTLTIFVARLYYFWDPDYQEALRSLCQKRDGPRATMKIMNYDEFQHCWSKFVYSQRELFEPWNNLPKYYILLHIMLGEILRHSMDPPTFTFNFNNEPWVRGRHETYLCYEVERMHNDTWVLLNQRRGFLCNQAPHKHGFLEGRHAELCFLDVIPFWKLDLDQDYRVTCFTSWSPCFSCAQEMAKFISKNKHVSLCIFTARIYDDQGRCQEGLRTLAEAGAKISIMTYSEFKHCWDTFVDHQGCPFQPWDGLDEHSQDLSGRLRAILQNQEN
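Read-out is eYFP fluorescence (Ex 488/Em 500-530) from Vif-expressing HeLa A3G-eYFP cells; more signal means A3G escaped Vif-mediated degradation. Cells plated overnight, compound pinned in, incubated overnight at 37 deg C.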
RXFP1 ag: qHTS Assay for Agonists of the Relaxin Receptor RXFP1; 0.3% of 370,000 active; Relaxin receptor 1 (Homo sapiens), Q9HBX9; Potency, µM (doses to about 57.5 µM), without a hit: at the highest dose activation, most hits filed as activators; AID 2676, 2010; HEK293T-RXFP1 cAMP TR-FRET, 30 min; response scale: percent of porcine relaxin response, buffer zero; further: potency means the concentration at half of the fitted maximal effect; on the % scale 0 is the no-effect control and ±100 the full control effect; nearly all actives have a fitted effect of over 60% in size; many of its hits are not listed in these tables
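cAMP rise read by TR-FRET after 30 min, 37C compound exposure (up to 58 uM) in RXFP1-transfected HEK293 cells with Ro 20174 present. EC50 from Hill-equation fits, with 29 nM porcine relaxin as 100% and buffer as basal.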
D1 ag: Allosteric Agonists of the Human D1 Dopamine Receptor: qHTS | D(1A) dopamine receptor (Homo sapiens), P21728 | HEK293 T-REx D1 cells, calcium flux, agonist mode | activation, % at 2 µM | 1% of 360,000 active; in the data active means activation above about 30%; further: 0% is about no effect
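Inducible HEK293 T-REx D1 cells, force-coupled to calcium signalling, were plated at 4000 cells/well with tetracycline and held overnight at 30 C. After no-wash calcium dye loading, compound-evoked calcium rise over 180 s flagged agonists.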
D1 antag: Antagonist of Human D 1 Dopamine Receptor: qHTS; D(1A) dopamine receptor (Homo sapiens), P21728; HEK293 TREx D1 cells, calcium flux, dopamine EC80; active compounds read low; activity change, negative = inhibition, % at 10 µM; 3.2% of 360,000 active; AID 504652, 2011; in the data active means activity change below about -30%; further: on the % scale 0 is the no-effect control and ±100 the full control effect
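Antagonism measured as reduced calcium response to an EC80 dopamine addition following 180 s compound pre-read; cells were inducible HEK293 Trex D1 plated overnight at 30 C, read kinetically at 1 cycle/sec.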
D2 PAM: HTS Assay for Positive Allosteric Modulators of the Human D2 Dopamine Receptor: Primary Screen for Potentiators; HEK293 T-REx D2, calcium flux, EC20 dopamine potentiation; potentiation, % at 10 µM; D(2) dopamine receptor (Homo sapiens), P14416; 0.34% of 340,000 active; AID 485347, 2010;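 active means potentiation over 3 SD above the plate norm, cut at about 30% in these data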; further: 0% is about no effect
Target sequence (P14416 whole entry, looked up): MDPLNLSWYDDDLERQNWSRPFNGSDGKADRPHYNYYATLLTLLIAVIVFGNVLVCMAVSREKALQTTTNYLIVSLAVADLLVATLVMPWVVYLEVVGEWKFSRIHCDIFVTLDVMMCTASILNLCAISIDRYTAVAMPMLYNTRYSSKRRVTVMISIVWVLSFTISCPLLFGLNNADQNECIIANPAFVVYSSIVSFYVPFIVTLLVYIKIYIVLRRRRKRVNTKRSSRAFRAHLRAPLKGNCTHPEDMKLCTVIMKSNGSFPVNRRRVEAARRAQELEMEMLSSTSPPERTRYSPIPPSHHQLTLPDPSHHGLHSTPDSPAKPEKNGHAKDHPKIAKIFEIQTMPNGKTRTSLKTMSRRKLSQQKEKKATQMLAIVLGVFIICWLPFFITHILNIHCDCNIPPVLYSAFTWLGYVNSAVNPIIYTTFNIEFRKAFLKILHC
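Tetracycline-induced Hek293 Trex D2 cells, force-coupled to calcium, loaded with no-wash calcium dye. Compound added with 180 s kinetic read for agonism, then EC20 dopamine and a further 180 s read for potentiation.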
Glioma ERSR ind: qHTS for Inducers of the Endoplasmic Reticulum Stress Response (ERSR) in Human Glioma: qHTS. U87-MG GRP78 promoter luciferase reporter, 16 h. Potency, µM, without a hit: at the highest dose activation, usual class: activators. 0.02% of 420,000 active. AID 602332, 2012; further: potency means the concentration at half of the fitted maximal effect; series mostly up to about 76 µM; % of control where 0% means no effect; nearly all actives have a fitted effect of over 35% in size
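Stably transfected U87-MG human glioma cells carrying a GRP78-based luminescent sensor were seeded at 1000 cells/well, pin-dosed with compounds and incubated 16 h. Luciferase reagent was then added, and end-point luminescence was read after 10 min at room temperature.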
Active calls of the source: *; ? = inconclusive; · = not tested or not shown. Unless noted, the call rests on the fitted dose curve; in most records, active means well fitted curve in the direction sought with a large enough effect; inconclusive means small, poorly fitted or top-dose-only effect, or another doubt; inactive means no such curve, though single readings can be large; an effect the other way counts as inactive or inconclusive. The list is partial, so the mix of outcomes need not match the whole.

Second line of a record: D1 antag, LDHA block, D1 ag, Glioma ERSR ind, D2 PAM, RXFP1 ag, D1 potentiator, Vif-APOBEC3G blk, Vif-APOBEC3F blk
Cc1c(NS(=O)(=O)c2cccc(C(=O)N3CCC(C)CC3)c2)c(=O)n(-c2ccccc2)n1C
    ·, -2, ·, -3%, ·, ·, ·, 0%, 8%
OCCC1CN(Cc2nc3ccccc3s2)CCN1C1CCCCC1 (configuration not stated)
    1, -5, 1, 0%, -16, 0.3%, -1, 1%, -7%
CC(=O)OC[C@H]1O[C@H](C/C=N/O[C@@H](C)c2cn([C@H](CO)Cc3ccccc3)nn2)C=C[C@@H]1OC(C)=O
    2, ·, -3, ·, 1, -1.3%, -6, ·, ·
CCC(Oc1ccccc1)C(=O)O/N=C(\N)c1ccc(OC)c(OC)c1 (configuration not stated)
    22, -1, 13, 4%, 11, 0.1%, -5, -1%, -1%
Cc1cc(C)n2c(Nc3c(C)cccc3C)c(-c3ccsc3)nc2n1
    2, -2, 12, -2%, -5, 0.4%, -2, -12%, ?
O=C(CN1CCN(Cc2ccccc2)CC1)Nc1nnc(C(F)(F)F)s1
    3, -1, 3, -1%, 1, -3.4%, -1, 1%, 3%
COc1ccccc1N1CCN(S(=O)(=O)c2cc(-c3cc(C)no3)ccc2C)CC1
    4, 3, 2, -2%, 5, -0.9%, -2, 3%, -2%
COc1ccccc1CNC(=O)c1cccc2c1C(=O)N(Cc1cccnc1)C2
    18, 2, 1, -4%, 31*, 2.3%, 1, 2%, 1%
COc1cccc(NC(=O)CN2CCSc3ccccc32)c1
    -7, -4, 1, -4%, 17, 0.0%, 5, -3%, 0%
c1cncc(-c2nn3cnnc3s2)c1
    23, -2, 1, -4%, 6, 2.2%, 0, 3%, -9%
CCCNC(=O)c1nn2cc(Br)cnc2c1Br
    -27, -6, 1, 1%, 3, 2.0%, -4, -2%, -2%
N#CC1=C2N=C(N)c3ccccc3N2C2=C(C(=O)CCC2)C1c1cccc(Cl)c1 (configuration not stated)
    20, 5, -2, 2%, 0, 3.7%, -6, -22%, -7%
CC(C)S(=O)(=O)C1=NSC2=NC(=O)/C(=C\c3ccc(-c4ccccc4)o3)C(=N)N21
    -16, -12, 12, -1%, -4, 1.2%, 0, -2%, -8%
CCN(CC)S(=O)(=O)c1ccc(NC(=O)CSc2nnc(-c3ccc(F)cc3)o2)cc1
    -10, -6, 2, -2%, 5, 2.7%, -11, 1%, 1%
O=C(Nc1ccc(NC(=O)C2CC2)cn1)c1ccccc1
    1, -15, 1, -13%, 4, 0.1%, 1, 2%, -9%
COc1ccccc1NC(=O)CSc1nnc(COc2ccc(Cl)cc2)o1
    -11, -2, 6, -5%, 16, 3.2%, -6, 2%, 14%
CCOc1ccc(S(=O)(=O)Nc2cccc(-c3ccc(N4CCCCCC4)nn3)c2)cc1
    1, -16, 0, -2%, 1, -0.5%, 5, -6%, 10%
COc1ccccc1C(=O)NNC(=O)c1csc(N2CCOCC2)n1
    2, 0, -1, 1%, -2, -0.9%, -1, 0%, 8%
COc1cc(C(=O)NCCc2ccc(S(N)(=O)=O)cc2)ccc1OCc1c(C)noc1C
    10, -10, 2, -3%, -1, 0.9%, 9, 0%, -3%
CCn1c(CSCc2ccc(Cl)cc2)n[nH]c1=S
    2, -9, 7, -3%, -6, -0.4%, 0, 1%, -14%
CN(C)CCCNC(=O)c1cc(Br)ccc1Cl
    2, -6, 0, -2%, -9, 0.3%, -5, -6%, -1%
CCN(CC)S(=O)(=O)c1ccc(-c2ccc(S(=O)(=O)N(CC)CC)cc2)cc1
    -13, -9, 16, -4%, -9, -2.7%, -7, -1%, ·
COC(=O)N1CC(C)N(C(=O)OC)CC1C (configuration not stated)
    0, -1, 2, -2%, 16, 2.7%, 4, 0%, -4%
Cc1ccc(NS(=O)(=O)c2ccc3c(c2)n(C)c(=O)c(=O)n3C)c(C)c1
    3, 0, 0, -5%, 15, 0.9%, -2, -4%, 4%
NC(=O)CCN1CCN(Cc2nc(C(c3ccccc3)c3ccccc3)no2)CC1
    -9, -6, 3, -3%, -12, -2.5%, -3, -1%, 14%
COC(C(=O)N/N=C(\C)CC(=O)Nc1ccc(N(C)C)cc1)c1ccccc1 (configuration not stated)
    1, 2, 1, -1%, 7, 2.3%, 1, -1%, -29%
Clc1ccc(N/N=C/c2ccncc2)cc1Cl
    -34*, -8, 4, 9%, 14, -0.7%, -10, -16%, -4%
CC1CCN(S(=O)(=O)c2nnc(NC(=O)COc3ccccc3)s2)CC1
    -1, -6, 0, -4%, 1, 3.3%, -10, 0%, 7%
CCOC(=O)C1(Cc2ccccc2C)CCCN(C(=O)c2cc(CC)nn2C)C1 (configuration not stated)
    -20, -5, 0, -5%, 2, -0.7%, 5, 1%, 0%
Cc1ccccc1NC(=O)/C(C#N)=C/c1ccc(-c2ccc(Cl)c(C(=O)O)c2)o1
    -12, -1, 12, 2%, 9, 0.0%, -3, 0%, 0%

(continued)
Second line of a record: D1 antag, LDHA block, D1 ag, Glioma ERSR ind, D2 PAM, RXFP1 ag, D1 potentiator, Vif-APOBEC3G blk, Vif-APOBEC3F blk
O=C(O)c1ccc(S(=O)(=O)N(Cc2ccccc2)Cc2ccccc2)cc1
    9, 1, 1, -4%, -5, 1.6%, -3, 2%, 5%
O=C(NCc1ccccn1)C1CC(c2ccc(Cl)c(Cl)c2)=NO1 (configuration not stated)
    -16, 0, 12, 4%, -5, 1.8%, -1, -17%, 5%
Cc1ccc(N/C=C/C(=O)C(C)(C)C)c(O)c1
    -16, 11, 2, ?, 18, -2.1%, 3, -3%, -3%
CC1(C)CC(=O)C=C(c2ccc(COC(=O)c3ccccc3)cc2)C1=O
    ·, -1, ·, 2%, ·, ·, ·, -1%, -5%
CCN(CC(=O)Nc1ccc(NC(C)=O)cc1)C(=O)/C=C/c1cn(-c2ccccc2)nc1-c1ccc(C)cc1
    6, -8, 4, 2%, 4, -0.3%, 1, 8%, -4%
C=CCOc1ccc(CN(C)C(=O)C2CCCO2)cc1 (configuration not stated)
    -8, 0, 1, 2%, 0, -2.5%, -4, -1%, -17%
COc1ccc(NC(=O)c2cnc(N3CCOCC3)c3ccccc23)cc1OC
    -6, 1, 0, -3%, -4, 8.3%, -1, 2%, 9%
CC1(C)C2CCC1(CS(=O)(=O)NC1CCCC1)C(=O)C2 (configuration not stated)
    12, -6, 4, -3%, -8, -0.7%, -1, 3%, 6%
Cc1ccc(SCc2c(C(=O)N/N=C/c3ccc4c(c3)OCO4)nnn2-c2nonc2N)cc1
    -8, -3, 3, 6%, 3, 1.7%, -5, 1%, -16%
Nc1ncnc2c1ncn2C1CCC(CO)C(O)C1 (configuration not stated)
    20, -4, 1, -3%, ·, 1.7%, -3, 0%, -9%
Cc1cc(OCC(=O)OCC(=O)NCc2ccc3c(c2)OCO3)ccc1Cl
    -25, -2, 7, -4%, 6, -0.3%, 5, -5%, 5%
COc1ccc(CCNC(=O)C2CCCN(c3nc(C)cc(C)n3)C2)cc1 (configuration not stated)
    -17, -17, 1, -3%, 4, -0.2%, -1, 1%, 2%
O=C(CCn1c(=S)oc2ccccc21)N1CCN(c2ccc(F)cc2)CC1
    -9, 0, 0, -3%, 0, 2.2%, -3, 1%, 2%

An excerpt from further up, for reference:
Second line of a record: D1 antag, LDHA block, D1 ag, Glioma ERSR ind, D2 PAM, RXFP1 ag, D1 potentiator, Vif-APOBEC3G blk, Vif-APOBEC3F blk
Cc1ccc(N/C=C/C(=O)C(C)(C)C)c(O)c1
    -16, 11, 2, ?, 18, -2.1%, 3, -3%, -3%
CC1(C)CC(=O)C=C(c2ccc(COC(=O)c3ccccc3)cc2)C1=O
    ·, -1, ·, 2%, ·, ·, ·, -1%, -5%
CCN(CC(=O)Nc1ccc(NC(C)=O)cc1)C(=O)/C=C/c1cn(-c2ccccc2)nc1-c1ccc(C)cc1
    6, -8, 4, 2%, 4, -0.3%, 1, 8%, -4%
C=CCOc1ccc(CN(C)C(=O)C2CCCO2)cc1 (configuration not stated)
    -8, 0, 1, 2%, 0, -2.5%, -4, -1%, -17%
COc1ccc(NC(=O)c2cnc(N3CCOCC3)c3ccccc23)cc1OC
    -6, 1, 0, -3%, -4, 8.3%, -1, 2%, 9%
CC1(C)C2CCC1(CS(=O)(=O)NC1CCCC1)C(=O)C2 (configuration not stated)
    12, -6, 4, -3%, -8, -0.7%, -1, 3%, 6%
Cc1ccc(SCc2c(C(=O)N/N=C/c3ccc4c(c3)OCO4)nnn2-c2nonc2N)cc1
    -8, -3, 3, 6%, 3, 1.7%, -5, 1%, -16%
